# A3A deaminase – inhibitors of human APOBEC3A DNA deaminase. AID 493011. inhibition, % at 20 µM. actives 0.41% (n = 330,000). P31941. recombinant A3A, FAM/TAMRA ssDNA deamination fluorescence;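 active means at least 40% inhibition at 20 µM here, with at most 30% in a related deaminase screen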;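 further: plate controls were A3A with DMSO for no effect and wells lacking A3A enzyme for full effect; some results filed as inactive read as strong as hits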
# Target sequence (P31941 whole entry, looked up): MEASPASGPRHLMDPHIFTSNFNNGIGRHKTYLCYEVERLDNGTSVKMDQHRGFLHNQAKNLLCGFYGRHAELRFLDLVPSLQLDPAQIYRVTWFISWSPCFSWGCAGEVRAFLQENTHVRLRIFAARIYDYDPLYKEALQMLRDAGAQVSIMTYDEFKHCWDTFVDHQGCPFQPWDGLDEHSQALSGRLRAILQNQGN
# MPTP inh – inhibitors of mitochondrial permeability transition pore; isolated mouse mitochondria, Ca2+ swelling absorbance, 30 min; actives 1.4% (n = 360,000); inhibition, % at 10 µM;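 active means inhibition of 50% or more, scaled per plate between neutral and stimulator controls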;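 further: 0% = DMSO wells given calcium and 100% = 1 mM EGTA wells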
# NR3A LBD binder – modulates the human NR3A ligand-binding domain; NR3A LBD differential scanning fluorimetry, Tm shift; 0% = protein alone, 100% = glycine-bound protein; Tm shift relative to glycine control, % at 25 µM; actives 2.5% (n = 340,000); AID 1259313;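 active means melting temperature shift of at least 10% of the positive control shift, at one fixed dose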
# hIAP block – human IAP inhibition; inhibition, % at 10 µM; purified IAP, CDP-Star luminescence, 30 min; actives 0.12% (n = 330,000); AID 2544;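 active means inhibition reaching a set limit with compound at 10 µM in the primary screen, cut at about 35% in these data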;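 further: plate controls were DMSO wells with enzyme for no effect and no-enzyme buffer wells for full effect; values of inactives mirror those of a sister screen read the other way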
# A3G deaminase – blocks human APOBEC3G single-stranded DNA deamination. inhibition, % at 20 µM. AID 493012. recombinant A3G, ssDNA deamination FAM/TAMRA fluorescence. Q9HC16. actives 0.28% (n = 330,000);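 active means inhibition of at least 40% at 20 µM, with no more than 30% in the related APOBEC3A deaminase screen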;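 further: plate controls were DMSO wells with A3G for no effect and wells lacking A3G enzyme for full effect; some compounds called inactive have numbers as strong as hits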
# Target sequence (Q9HC16 whole entry, looked up): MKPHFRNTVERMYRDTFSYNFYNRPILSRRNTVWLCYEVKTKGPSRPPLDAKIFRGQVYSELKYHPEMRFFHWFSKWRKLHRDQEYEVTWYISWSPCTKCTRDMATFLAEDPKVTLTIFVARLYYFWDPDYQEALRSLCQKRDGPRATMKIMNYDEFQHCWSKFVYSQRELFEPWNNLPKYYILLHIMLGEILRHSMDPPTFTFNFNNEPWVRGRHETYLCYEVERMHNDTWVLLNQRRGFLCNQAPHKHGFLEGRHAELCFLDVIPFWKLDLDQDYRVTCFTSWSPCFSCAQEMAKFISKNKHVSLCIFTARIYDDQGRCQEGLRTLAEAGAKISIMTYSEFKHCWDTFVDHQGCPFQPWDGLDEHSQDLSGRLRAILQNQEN
# beta cell repl – MIN6 beta-cell proliferation induction | MIN6 cells proliferation, ATPlite luminescence, 48 h; cells starved in 0.2% serum; 100% = growth in 10% serum | proliferation, % at 10 µM | actives 0.29% (n = 330,000);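 active means compounds whose signal lies at least 3.5 SD above the mean of all wells on their plate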;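 further: 0% = DMSO-treated cells in low-serum medium and 100% = 10% serum control; some compounds called inactive have numbers as strong as hits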
# hIAP act – human IAP activation; purified human IAP, CDP-Star luminescence, 30 min; hits give high values; 1 = vehicle-only enzyme, 0 = enzyme-free background; P09923; activation factor at 10 µM; actives 0.16% (n = 330,000);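 active means activation factor of the enzyme at least 2-fold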; further: the source names both 10 and 20 µM as test concentration; values of inactives mirror those of a sister screen read the other way
# mIAP inh – blocks mouse intestinal alkaline phosphatase. inhibition, % at 10 µM. purified mouse IAP, CDP-Star luminescence, 30 min. AID 2806. actives 0.2% (n = 330,000);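 active means inhibition of at least 40% at 10 µM in the primary screen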;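 further: plate controls were DMSO with enzyme for no effect and no enzyme wells for full effect; values of inactives mirror those of a sister screen read the other way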
# mIAP activ – mouse IAP activation; muIAP, CDP-Star luminescence, 30 min; hits give high values; 1 = vehicle-only enzyme signal, 0 = enzyme-free wells; activation factor at 10 µM; actives 0.24% (n = 330,000); AID 2805;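 active means activation factor of at least 2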; further: the source names both 10 and 20 µM as test concentration; values of inactives mirror those of a sister screen read the other way
#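 Assay system: mouse IAP enzyme; reagent: chemiluminescent substrate CDP-Star; dosing: test compounds delivered from DMSO solution; schedule: 30 min at room temperature; measured by: luminescence from enzymatic CDP-Star hydrolysis; controls: DMSO-only wells and no-enzyme negative control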
# Active calls of the source: *; / = not tested or not shown.
# The line under a structure holds: mIAP inh	mIAP activ	MPTP inh	beta cell repl	NR3A LBD binder	A3A deaminase	A3G deaminase	hIAP act	hIAP block
(1) CC(=O)c1cc(-c2ccccc2)[nH]c1N1CCOCC1
    4	0.96	0.3	0	-4	-5	-1	0.8	20
(2) CCOc1cc(C(=O)N2CCC(CC3CC(c4ccccc4)=NO3)(C(=O)NCc3ccc(OC)cc3)CC2)cc(OCC)c1OCC (stereo unspecified)
    -25	1.2	-0.8	-8	-3	4	11	0.84	16
(3) Nc1nc(SCC(=O)Nc2cc(C(F)(F)F)ccc2Cl)[nH]c(=O)c1NC(=O)c1ccco1
    5	0.95	1.5	-4	2	4	2	1.2	-18
(4) O=C(Nc1nccs1)c1ccc(COc2ccccc2)o1
    12	0.88	-0.1	-2	3	1	-5	1	-1
(5) CCN(CC)c1ncnc2c1cnn2C
    4	0.96	-1.9	0	0	-3	-5	1.1	-5
(6) CC(C(=O)NCCCN1CCOCC1)n1cccc1C(=O)c1ccccc1 (stereo unspecified)
    -5	1	-2.0	-3	0	-18	-6	1	-1
(7) O=C1CCCN1CCC(=O)N1CCCC(CO)(Cc2ccccc2)C1 (stereo unspecified)
    -4	1	-1.9	-1	-1	-5	-6	0.88	12
(8) O=S(=O)(c1cccs1)N1CN(Cc2ccccc2)c2nc3ccccc3nc21
    2	0.97	-2.0	-4	-11	-14	-1	0.92	8
(9) NNC(=S)NCCc1ccccc1
    2	0.98	0.0	0	1	4	-3	0.94	6
(10) Cc1cccc(-c2c3c(=O)n(C)c(=O)n(C)c3cn2C2CCCCC2)c1
    5	0.95	3.3	-2	-2	-1	-2	1.1	-11
(11) COc1ccc(NC(=O)CSc2nc3ccsc3c(=O)n2Cc2ccccn2)c(OC)c1
    6	0.94	-4.0	-2	1	43*	-3	1	-2
(12) CC(C)(C)NC(=O)CN(Cc1ccc2c(c1)OCO2)C(=O)CNC(=O)c1cccs1
    5	0.95	/	-3	/	0	-6	1.1	-9
(13) O=C(O)CC(Cc1ccccc1)c1ccc2c(c1)OCO2 (stereo unspecified)
    2	0.98	1.2	-3	0	0	-4	1.1	-6
(14) COc1ccccc1Nc1nnc(SCC(=O)N2CC(=O)Nc3ccccc32)s1
    -4	1	0.4	0	0	2	-6	0.93	7
(15) CSc1nc(C)c(Cc2c(F)cccc2Cl)c(=O)[nH]1
    -2	1	0.1	-1	1	2	-2	1.3	-27
(16) CN(O)C(=O)Nc1ccc([N+](=O)[O-])cc1
    4	0.96	83*	-1	-12	2	-3	0.98	2
(17) NC(=O)c1c(NC(=O)C2CCCO2)sc2c1CCC2 (stereo unspecified)
    6	0.94	-2.6	-3	0	2	0	1.1	-5
(18) CCOc1ccc(NC(=O)c2nn(C)cc2Br)cc1
    -1	1	-2.6	-2	0	0	-6	1.1	-6
(19) Cc1cc(NC(=O)c2cc3n(n2)C(C(F)(F)F)CC(c2ccco2)N3)no1 (stereo unspecified)
    1	0.99	0.1	-1	0	2	2	0.97	3
(20) Cc1ccc(-n2ncc3c2CCCC3NC(=O)c2ccccc2N2CCOCC2)cc1C (stereo unspecified)
    -8	1.1	0.0	-3	-2	-1	-5	1.2	-18
(21) CCOc1cccc(-c2cc(C(=O)N/N=C/c3ccc(OC)c(CN4CCOCC4)c3)c3ccccc3n2)c1
    5	0.95	49	0	-6	4	-2	1.1	-8
(22) O=C(Nc1ccccc1)Nc1ccc(O)c2ccccc12
    11	0.89	/	-4	-3	-1	0	1	-2
(23) Nc1cc(=O)[nH]c(SCCOc2ccccc2)n1
    -7	1.1	-0.5	-1	-1	-5	-9	1.3	-29
(24) O=C(Nc1cccc([N+](=O)[O-])c1)c1ccc2c(c1)OCCO2
    -3	1	0.6	-2	-7	1	-6	1	-2
(25) CCC1(C)Cc2c(c(=O)n(-c3ccccc3)c3ncnc(N)c23)CO1 (stereo unspecified)
    5	0.95	-0.2	4	0	-3	-6	0.89	11
(26) Cc1cc(-c2ccco2)n(CC(=O)NCc2ccccc2)n1
    6	0.94	-0.4	-3	-1	0	-2	0.96	4
(27) COc1ccc(N2CCN(C(=O)COC(=O)CCOc3ccccc3C)CC2)cc1
    -1	1	-2.9	-4	-2	-3	-4	1	-3
(28) CCN(CC)C(=O)c1[nH]cnc1C(=O)N[C@@H](C)c1ccccc1
    -4	1	-0.8	-1	-1	3	0	1.3	-28
(29) O=C(CSc1cccc[n+]1[O-])Nc1ccc(Cl)cc1F
    4	0.96	-2.0	-1	0	0	-10	1.1	-14
(30) Cc1ccc(C(=O)N/N=C/c2ccc(N3CCOCC3)cc2)c(C)c1
    -3	1	2.7	-3	0	0	-2	0.96	4
(31) O=C(Cn1cc([N+](=O)[O-])ccc1=O)N1CCc2ccccc2C1
    1	0.99	0.9	-3	4	5	1	1.1	-10
(32) COc1ccc2c(c1)CCc1c(C(=O)N3CCCCCC3)noc1-2
    3	0.97	-0.5	-3	3	1	-2	0.89	11
(33) CCc1nnc(NC(=O)c2ccc(S(=O)(=O)N3CCc4ccccc4C3)cc2)s1
    11	0.89	5.4	0	-1	0	-4	1	-5
(34) O=C(COC(=O)c1cccc(OC(F)F)c1)NCC1CCCO1 (stereo unspecified)
    -6	1.1	-0.3	-3	1	-5	-4	1.2	-18
(35) CC(=O)N1CCC(Nc2ccc(C)cc2)CC1
    8	0.92	-1.2	2	-2	-2	0	1.3	-34
(36) Cc1sc2nc(CN3CCOCC3)[nH]c(=O)c2c1-c1ccccc1
    5	0.95	3.9	0	-7	0	2	1.1	-12
(37) COc1ccc(NS(=O)(=O)c2ccc(OC)c(NC(=O)CNC(=O)c3ccc(OC)cc3)c2)cc1
    16	0.83	1.2	-3	-7	1	0	1	-3
(38) CCOC(=O)Cn1cc(/C=N/NC(=O)CC#N)c2ccccc21
    -14	1.1	0.5	1	1	-5	0	1.2	-23
(39) Cc1ccc(NC(=S)Nc2cccc3cnccc23)cc1C
    -4	1	-1.4	-5	-2	-7	-11	1	0
(40) COc1ccc(C2C(C#N)=C(N)Oc3cccc(O)c32)cc1 (stereo unspecified)
    0	1	1.8	-1	-24	-7	-7	1	-2
(41) C/C(=N\NC(=O)c1cc2ccccc2cc1O)c1ccccn1
    6	0.94	1.5	-7	-8	-6	-5	1.3	-28
(42) CC(C)Cc1nnc(NC(=O)C2CCN(C(=O)c3ccc(Cl)cc3)CC2)s1
    2	0.98	-1.8	4	2	-3	-5	1.1	-8
(43) Cc1ccccc1SCC(=O)N1CCN(c2ccc(C(F)(F)F)cn2)CC1
    -3	1	0.5	-2	0	-6	-4	1	0
(44) Cc1cc(Br)c(S(=O)(=O)NCc2ccncc2)cc1C
    5	0.95	5.6	-5	0	1	-5	0.96	4
(45) COc1ccc(NC(=O)CN2C(=O)NC(C)(c3ccc4c(c3)OCCO4)C2=O)cc1S(N)(=O)=O (stereo unspecified)
    -6	1.1	-0.1	-1	-1	2	-3	1.1	-10
(46) CCC(Sc1nc(C)cc(C)n1)C(=O)Nc1nccs1 (stereo unspecified)
    -9	1.1	-0.8	5	0	-4	-6	0.96	4
(47) Fc1ccccc1/C=N/Nc1ccc(Cl)nn1
    3	0.97	1.0	-2	0	0	-6	0.96	4
(48) Cc1ccc(NC(=O)Cn2c(=O)oc3ccccc32)c(C)c1
    -1	1	-0.4	-1	1	-8	-7	1.1	-10
(49) Cc1cc(NS(=O)(=O)c2ccc(NC(=O)C(C)Oc3ccc(Cl)cc3)cc2)no1 (stereo unspecified)
    3	0.97	-1.1	0	-2	-2	-6	0.81	19
(50) CCOc1ccc(CN(C)CC(=O)Nc2cccc(C)c2)cc1OC
    16	0.84	1.3	-2	2	2	-3	1	-2

# (list continues)
# The line under a structure holds: mIAP inh	mIAP activ	MPTP inh	beta cell repl	NR3A LBD binder	A3A deaminase	A3G deaminase	hIAP act	hIAP block
(51) Cc1noc(C)c1COc1ccccc1C(=O)NC(C)c1ccc(Cl)cc1 (stereo unspecified)
    4	0.96	-1.9	3	1	1	-4	1.1	-9
(52) Cc1cc(Cl)ccc1OCCCC(=O)NO
    1	0.99	-7.8	-3	1	4	-4	1.2	-18
(53) N#C/C(=C/c1ccncc1)c1nc2ccccc2c(=O)[nH]1
    8	0.92	1.5	-1	0	2	1	1.1	-7
(54) O=C1c2ccccc2-c2n[nH]c(=O)c3ccc(N4CCCCC4)c1c23
    15	0.85	1.0	-4	-3	2	0	0.79	22
(55) COc1ccc(N2CC(C(=O)Nc3cccc(C)n3)CC2=O)cc1 (stereo unspecified)
    0	0.99	-1.8	1	-2	-2	-7	1	-2
(56) CCn1c(SCC(=O)N/N=C/c2c[nH]c3ccccc23)nnc1-c1ccc(Cl)cc1
    -8	1.1	1.2	0	-4	-2	-8	1.1	-8
(57) COc1ccc(F)c(CN2CCC(CO)(Cc3cccc(C(F)(F)F)c3)CC2)c1
    -8	1.1	1.6	-4	-1	-1	-2	0.83	17

# Among those listed so far, these contain fluorine:
# The line under a structure holds: mIAP inh	mIAP activ	MPTP inh	beta cell repl	NR3A LBD binder	A3A deaminase	A3G deaminase	hIAP act	hIAP block
(3) Nc1nc(SCC(=O)Nc2cc(C(F)(F)F)ccc2Cl)[nH]c(=O)c1NC(=O)c1ccco1
    5	0.95	1.5	-4	2	4	2	1.2	-18
(15) CSc1nc(C)c(Cc2c(F)cccc2Cl)c(=O)[nH]1
    -2	1	0.1	-1	1	2	-2	1.3	-27
(19) Cc1cc(NC(=O)c2cc3n(n2)C(C(F)(F)F)CC(c2ccco2)N3)no1 (stereo unspecified)
    1	0.99	0.1	-1	0	2	2	0.97	3
(29) O=C(CSc1cccc[n+]1[O-])Nc1ccc(Cl)cc1F
    4	0.96	-2.0	-1	0	0	-10	1.1	-14
(34) O=C(COC(=O)c1cccc(OC(F)F)c1)NCC1CCCO1 (stereo unspecified)
    -6	1.1	-0.3	-3	1	-5	-4	1.2	-18
(43) Cc1ccccc1SCC(=O)N1CCN(c2ccc(C(F)(F)F)cn2)CC1
    -3	1	0.5	-2	0	-6	-4	1	0
(47) Fc1ccccc1/C=N/Nc1ccc(Cl)nn1
    3	0.97	1.0	-2	0	0	-6	0.96	4
(57) COc1ccc(F)c(CN2CCC(CO)(Cc3cccc(C(F)(F)F)c3)CC2)c1
    -8	1.1	1.6	-4	-1	-1	-2	0.83	17

# Source: PubChem BioAssay (Sanford-Burnham Center for Chemical Genomics)
